Screening data as filed in PubChem BioAssay.
NOD2-RIPK2 inh = NOD2-RIPK2 protein interaction inhibition. O43353. CHO BLA complementation NOD2-RIPK2, CCF4 ratio. inhibition, % at 4.98 µM. 0.38% of 360,000 active; in the data active = inhibition above about 21%;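 note: 0% = vehicle only and 100% = reference blocker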
Target sequence (O43353 whole entry, looked up): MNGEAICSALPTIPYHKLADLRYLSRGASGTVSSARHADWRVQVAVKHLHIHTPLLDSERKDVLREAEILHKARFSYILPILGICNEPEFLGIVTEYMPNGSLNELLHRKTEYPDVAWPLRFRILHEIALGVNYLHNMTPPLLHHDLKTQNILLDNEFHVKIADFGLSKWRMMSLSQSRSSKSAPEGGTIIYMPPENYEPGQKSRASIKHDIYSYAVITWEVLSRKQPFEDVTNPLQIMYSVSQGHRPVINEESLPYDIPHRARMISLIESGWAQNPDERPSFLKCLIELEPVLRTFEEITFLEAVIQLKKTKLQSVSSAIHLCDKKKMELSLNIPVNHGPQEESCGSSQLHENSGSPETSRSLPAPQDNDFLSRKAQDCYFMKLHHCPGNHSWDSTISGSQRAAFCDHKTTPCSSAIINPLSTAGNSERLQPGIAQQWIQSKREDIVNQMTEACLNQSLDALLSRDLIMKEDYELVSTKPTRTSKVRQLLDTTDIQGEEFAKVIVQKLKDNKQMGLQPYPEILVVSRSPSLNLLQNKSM
aDG glyco up = alpha-DG glycosylation activation. activation, % at 10 µM. 0.22% of 360,000 active. Pro5-aDG cells, alpha-DG glycosylation AlphaScreen (IIH6); 0% Pro5, 100% B10-LARGE cell signal;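 active = activation of at least 8% versus controls, or a plate z-score of at least 8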;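 note: Pro5 are CHO cells carrying HIG-tagged alpha-DG that lacks glycosylation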
Vif inh = inhibitors of HIV Vif | HEK293T cells, Vif self-association by quenched fluorescence, imaging, 24 h | 0.35% of 340,000 active | inhibition, % at 7.49 µM; in the data active = inhibition above about 50%, passing the limit was not always enough; note: some results filed as inactive read as strong as hits
Exocytosis inh = lytic granule exocytosis inhibition. AID 651702. TALL-104 LAMP-1 surface exposure, flow cytometry; cells stimulated with thapsigargin and PMA. inhibition, % at 10 µM. 0.66% of 360,000 active;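 active = inhibition above about 55%, limit read from the data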
ABCB6 inh 2 = human ABCB6 transporter inhibition | Q9NP58 | K562-ABCB6 porphyrin accumulation, flow cytometry, 1 h; stronger effect = lower value | fluorescence ratio to DMSO, % at 10 µM | 0.19% of 360,000 active;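 active = fluorescence ratio to DMSO below 75%, the collection mean minus 3 SD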;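 note: signal is porphyrin accumulated inside mitochondria; 100% equals median channel fluorescence of DMSO control wells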
TLR9-MyD88 block = TLR9-MyD88 interaction inhibition; Q9NR96+Q99836; CHO BLA complementation TLR9-MyD88, CCF4 FRET ratio; inhibition, % at 4.98 µM; 0.21% of 340,000 active;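 active = inhibition above the mean over all tested compounds plus 3 SD, cut at about 21% in these data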;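 note: 0% = DMSO only wells and 100% = clavulanate BLA inhibitor control wells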
MC4R ag barr = activates human MC4R beta-arrestin recruitment; P32245; U2OS MC4R beta-arrestin complementation, luminescence; percent of melanotan II response, DMSO zero; activation, % at 8.9 µM; 0.98% of 360,000 active;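 active = activation above a per-plate cutoff, the mean activation of sample wells on that plate plus 3 SD, cut at about 8% in these data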
Target sequence (P32245 whole entry, looked up): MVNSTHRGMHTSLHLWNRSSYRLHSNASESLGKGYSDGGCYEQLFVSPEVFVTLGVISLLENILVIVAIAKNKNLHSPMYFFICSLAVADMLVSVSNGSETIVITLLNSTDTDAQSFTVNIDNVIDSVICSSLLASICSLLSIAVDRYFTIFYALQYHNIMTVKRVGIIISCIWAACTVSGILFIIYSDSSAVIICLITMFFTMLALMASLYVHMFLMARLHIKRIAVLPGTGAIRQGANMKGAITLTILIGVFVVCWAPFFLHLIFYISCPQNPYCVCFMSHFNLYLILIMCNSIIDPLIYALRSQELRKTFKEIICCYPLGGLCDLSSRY
N-glyco inh = blocks N-linked glycosylation in D54 reporter cells; AID 588692; D54 ERlucT glycosylation luciferase reporter, 24 h; percent of 100 nM tunicamycin response; reporter increase, % at 12.5 µM; 0.23% of 360,000 active;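 active = mean luciferase reporter signal, scaled so untreated is 0 and the glycosylation-blocking control 100, at or above a set limit in every replicate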;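 note: luciferase carries N-glycosylation sites so blocking glycosylation raises the light; 0% = median of neutral control wells and 100% = median of 100 nM tunicamycin wells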
MC4R antag cAMP = antagonists of human melanocortin 4 receptor (MC4R); MC4R-expressing cells, MTII-stimulated cAMP, LANCE TR-FRET; inhibition, % at 6.5 µM; 0.48% of 360,000 active; AID 540295;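 active = inhibition above its plate's cutoff, the mean of tested wells on that plate plus 3 SD, cut at about 29% in these data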;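 note: 0% = Melanotan II alone and 100% = Melanotan II plus saturating MCL0020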
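System: U2OS cells stably expressing human melanocortin 4 receptor (MC4R). Reagent: Melanotan II challenge after compound preincubation. Doses: 6.5 µM. Times: 30-min compound, 1-h challenge, 1-h detection, room temperature. Measured by: TR-FRET with Eu-cAMP and labeled anti-cAMP, 671 nm. Replicates: singlicate.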
ABHD5-PLIN5 inh = inhibitors of human ABHD5-perilipin-5 interaction. AID 602281. 0.78% of 360,000 active. Split G. princeps luciferase complementation, luminescence, 4 h. inhibition, % at 4 µM. Q00G26+Q8WTS1;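 active = inhibition above the mean inhibition across every tested compound plus 3 SD, cut at about 22% in these data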;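 note: 0% = DMSO only wells and the 100% control is not disclosed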
Numbers without * were called inactive; / = not tested or not shown. An excerpt; rates above refer to the full screens.

No.	SMILES	NOD2-RIPK2 inh	aDG glyco up	Vif inh	Exocytosis inh	ABCB6 inh 2	TLR9-MyD88 block	MC4R ag barr	N-glyco inh	MC4R antag cAMP	ABHD5-PLIN5 inh
1	O=C(CCn1cnc(-c2ccccc2)c1-c1ccccc1)N/N=C/c1ccc(O)cc1	1	-0.1	-21	11	95	6	-1.5	6	-2	6
2	COc1ccc(CNc2nc3ccccc3n2C)c(OC)c1	5	0.0	-4	-2	97	1	-2.7	-2	-3	-4
3	O=C(O)c1cn(CCOc2ccccc2Cl)c2ccccc12	6	-0.1	-1	0	97	-2	0.0	0	2	-5
4	O=C(CSc1ncccn1)N1CCN(C(=O)CSc2ncccn2)CC1	-1	0.0	15	-1	97	10	-1.2	1	-4	3
5	O=C(COC(=O)c1ccccn1)Nc1ccc2c(c1)OCO2	-2	-0.3	1	8	99	9	0.1	3	4	-6
6	CCOC(=O)/C(=N/Nc1ccc(C)cc1)S(=O)(=O)c1ccc(Cl)cc1	-12	-0.3	-4	4	104	-7	2.1	-6	6	-7
7	CCC(c1nnnn1Cc1ccc(OC)cc1)N1CCN(C(=O)c2ccco2)CC1 (configuration not stated)	-8	0.0	21	11	96	-2	1.2	4	0	-4
8	CCN(CC)c1ccc(C2C3CCCCC3(O)CCN2CC(=O)Nc2ccccc2)cc1 (configuration not stated)	2	-0.2	-7	-2	93	5	1.7	0	3	1
9	CCN1C(=O)[C@H]2[C@@H](c3ccc(C)cc3)N3C(=O)N(c4ccc(OC)cc4)C(=O)[C@@]3(CC)[C@H]2C1=O	8	0.1	6	-4	102	0	0.3	1	8	3
10	CC1(C(=O)NCc2ccccc2)CSCC(=O)N1CCCN1CCOCC1 (configuration not stated)	-12	1.6	/	4	/	/	/	/	/	-9
11	Nc1sccc1C(=O)NCc1ccccc1	8	1.0	/	7	/	/	/	/	/	36*
12	CCS(=O)(=O)Nc1cc(C(=O)O)ccc1C	-14	0.1	10	-1	99	-13	-1.8	1	-3	0
13	Cc1[nH]n(-c2ccccc2)c(=O)c1N=Nc1c(O)cc(S(=O)(=O)N(C)C)c2ccccc12	0	-0.2	6	-1	98	5	-1.5	-13	15	-2
14	CC(C)CN1CCN(Cc2cn(C)c3ccccc23)CC1CCO (configuration not stated)	-6	0.0	-5	12	102	-11	-0.1	-2	3	1
15	Cn1cc(Br)c(C(=O)NNC(=O)c2cccc(Br)c2)n1	-15	-0.4	3	0	94	14	-1.2	0	4	2
16	NC(=O)CSc1nnc(Cn2c(=O)sc3ccccc32)n1-c1ccccc1	4	0.1	24	0	104	-1	-2.5	2	0	2
17	CCCCCCn1nc(C(=O)N(CC(C)C)c2c(N)n(CCCC)c(=O)[nH]c2=O)c2ccccc2c1=O	-2	-0.3	0	-1	93	1	-2.9	1	18	1
18	CCOc1ccc(C(=O)NCc2ccc3c(c2)OCO3)cc1	-14	0.0	-2	0	101	-8	0.2	0	6	0
19	CCOc1ccccc1-c1cc(C(=O)Nc2ccc(C(=O)O)cc2)c2ccccc2n1	-2	0.2	-4	-2	103	-8	1.1	0	4	-5
20	O=C(c1ccc2c(c1)OCO2)N1CCCN(C(=O)c2ccc3c(c2)OCO3)CC1	-6	1.7	0	0	94	1	-3.3	-3	-1	-3
21	O=C(OCCc1cc2ccccc2c(=O)o1)c1cccs1	7	0.3	0	-1	101	-9	-1.6	-4	1	-8
22	Nc1ccn(-c2ccccc2)c(=O)c1	-3	0.1	15	-4	108	-3	-0.7	3	2	0
23	CC(OC(=O)c1ccncc1)C(=O)Nc1ccc([N+](=O)[O-])cc1Cl (configuration not stated)	2	0.0	3	0	91	2	-2.7	0	4	3
24	Cc1nnc(SCCC(=O)Nc2ccc(F)cc2)s1	-2	0.2	25	-3	94	7	0.7	0	15	2
25	O=c1[nH][nH]c2c1[C@H](c1ccc(Cl)cc1)O[C@H](CCc1ccccc1)C2	6	-0.1	/	-1	93	/	/	/	/	30*
26	Cc1c(C#N)sc2nc(-c3ccccc3)nc(N3CCCC3)c12	-5	-0.4	1	-1	95	-1	-1.8	0	-2	2
27	CC1CCN(S(=O)(=O)c2ccc(Br)s2)CC1	-2	0.2	9	-4	105	-6	2.2	-5	8	-2
28	Cc1cc(C)cc(N=Cc2[nH]c3ccc(Br)c(Cl)c3c2O)c1	-5	5.9*	-2	4	114	-5	-0.4	3	-3	-5
29	COc1cccc2c1OC1(C)CC2NC(=O)N1c1cccc(C(=O)N2CCN(c3ccccc3)CC2)c1 (configuration not stated)	-2	-0.2	0	1	103	0	-0.2	1	2	-6
30	Cc1cc(C)c(C)c(S(=O)(=O)NC(C(=O)O)C(C)C)c1C (configuration not stated)	-8	-0.1	7	9	100	4	-3.9	0	6	-3
31	CCC(CC)NC(=O)/C=C/c1cccc([N+](=O)[O-])c1	-3	-0.1	2	5	98	11	-1.8	4	-2	4
32	O=C(O)c1cccc(Nc2ccc3nonc3c2[N+](=O)[O-])c1	2	-0.1	6	-1	96	-10	-1.3	1	-9	-5
33	COc1ccccc1NC(=O)CN(Cc1ccco1)C(=O)c1ccc(-n2nc(C)cc2C)cc1	-2	-0.1	18	-1	95	-3	-2.3	-1	-4	3
34	CC(=O)c1c(C)[nH]c(C(=O)OCc2nnc(-c3ccc([N+](=O)[O-])cc3)o2)c1C	0	0.6	-2	-1	92	-3	0.0	-2	3	11
35	CC1CCCN(S(=O)(=O)c2cccc(C(=O)NCCCN3CCCC3=O)c2)C1 (configuration not stated)	-11	-0.1	25	-5	97	11	1.3	0	2	-4
36	C[C@]12C=CC(=O)C=C1CC[C@@H]1[C@@H]2[C@@H](O)C[C@@]2(C)[C@H]1CC[C@]2(O)C(=O)COC(=O)CCC(=O)O	6	1.5	-3	1	100	9	0.4	4	5	4
37	COc1ccc(/C=C/C(=O)c2cc(F)ccc2OC(=O)c2ccc(OC)c(OC)c2)cc1OC	3	-0.7	4	-1	97	-7	-1.4	5	12	46*
38	CC(=O)Nc1ccc(N(C(=O)CNC(=O)c2cccs2)C(C(=O)NC(C)(C)C)c2ccccc2)cc1 (configuration not stated)	-12	0.1	0	4	99	-3	-1.2	1	26	3
39	CNC(=O)COC(=O)c1cc2c(C)nn(-c3ccc(F)cc3)c2s1	-5	0.2	22	-7	101	-4	-1.5	0	7	3
40	Cc1cc(-c2nnc(CCC(=O)NC(C)c3ccccc3Cl)o2)no1 (configuration not stated)	0	-0.2	1	3	98	-4	-0.7	2	5	-2
41	COc1ccccc1OCC(=O)NCC(c1cccs1)N1CCOCC1 (configuration not stated)	-1	-0.2	/	2	96	-17	-1.2	0	1	-5
42	O=[N+]([O-])c1cccnc1Oc1ccc(C2SCCS2)cc1	-1	-0.3	-6	7	95	8	-1.7	2	5	1
43	COc1ccc(OC)c(-c2cc(C(=O)N/N=C/c3ccc(F)cc3)c3ccccc3n2)c1	2	-0.2	-8	-6	98	/	-3.4	-3	2	5
44	CC(C)[C@H](NC(=O)OC(C)(C)C)c1cc(C(=O)NC2CC2)c(N)s1	-6	0.6	/	12	/	/	/	/	/	2
45	CCOc1ccc(NC(=O)C2CCN(C(=O)C3CC(=O)N(c4ccc(C)cc4)C3)CC2)cc1 (configuration not stated)	-2	0.2	0	-2	106	-11	-1.0	0	5	3
46	COc1ccc(Cc2c(O)nc(SCC(C)C)[nH]c2=O)cc1	7	-0.1	-1	-2	103	5	-0.3	1	16	1
47	Cc1sc2ncnc(N3CCC(C(=O)Nc4ccc(Cl)cc4Cl)CC3)c2c1C	-11	0.7	-11	22	100	-1	1.9	-1	9	-2
48	COc1ccc(/C=C2\SC(=S)N(CCCC(=O)Nc3ccccc3C(=O)O)C2=O)cc1OC	-8	0.0	2	-1	98	7	-5.2	0	8	1
49	CCOC(=O)N1CCC(Nc2c(N3CCN(c4cccc(C(F)(F)F)c4)CC3)c(=O)c2=O)CC1	5	-0.1	-6	9	97	6	-2.0	0	15	-3
50	CCS(=O)(=O)N1Cc2ccccc2CC1C(=O)NCc1cccc(OC)c1 (configuration not stated)	0	-0.2	0	3	94	4	-3.0	-1	-4	-3
51	Cc1ccc(CN(C(=O)c2csnn2)C(C(=O)NC2CCCC2)c2ccc(C)o2)cc1 (configuration not stated)	2	0.3	-1	12	97	2	-1.4	-3	10	-1
52	CC(=O)Nc1c([N+](=O)[O-])cc2c3c(cccc13)CC2	-1	-0.2	/	4	98	/	/	-1	/	10
53	O=C1CC(C(=O)O)S/C(=N\N=C\c2ccc(Br)cc2)N1 (configuration not stated)	-11	0.2	-1	-10	97	-4	1.8	2	2	16
54	O=C(O)c1cc2c(cc1NC(=O)C1CCCC1)OCCO2	-12	0.1	21	5	97	5	-0.5	1	-3	0
55	CCOC(=O)c1c(NC(=O)c2nn(C)cc2[N+](=O)[O-])sc(C)c1C	-4	-0.3	-3	2	102	-3	1.2	7	2	0
56	CCCC(c1nnnn1CC1CCCO1)N1CCN(c2cc(Cl)ccc2C)CC1 (configuration not stated)	-3	0.4	19	0	96	0	-0.7	-2	2	-10
57	Cc1ccc(-n2nc3c(c2NC(=O)c2ccco2)CS(=O)(=O)C3)c(C)c1	7	-0.1	0	0	98	-15	-1.9	1	-6	-1
58	CCc1ccc(NC(=O)C(=O)NNC(=O)c2cccc(OC)c2)cc1	-14	-0.2	-9	1	95	9	-2.1	0	2	6
59	CCOC(=O)N1CCc2c(sc3nc4n(c(=O)c23)N=C(c2ccc(OC)cc2)CS4)C1	-5	0.1	-5	0	95	-2	0.0	0	15	-3
60	CSc1nsc(SCC(=O)Nc2ccccc2C(=O)O)n1	-2	-0.1	1	-9	97	-3	1.1	8	8	-8

A second format for part of the listing above.
44	CC(C)[C@H](NC(=O)OC(C)(C)C)c1cc(C(=O)NC2CC2)c(N)s1
45	CCOc1ccc(NC(=O)C2CCN(C(=O)C3CC(=O)N(c4ccc(C)cc4)C3)CC2)cc1 (configuration not stated)
Screen / compound no.,44,45
NOD2-RIPK2 inh,-6,-2
aDG glyco up,0.6,0.2
Vif inh,/,0
Exocytosis inh,12,-2
ABCB6 inh 2,/,106
TLR9-MyD88 block,/,-11
MC4R ag barr,/,-1.0
N-glyco inh,/,0
MC4R antag cAMP,/,5
ABHD5-PLIN5 inh,2,3

Further structures follow:
No.	SMILES	NOD2-RIPK2 inh	aDG glyco up	Vif inh	Exocytosis inh	ABCB6 inh 2	TLR9-MyD88 block	MC4R ag barr	N-glyco inh	MC4R antag cAMP	ABHD5-PLIN5 inh
61	C=CCOC(=O)C1=C(C)N=C2SCCC(=O)N2C1/C=C/c1ccccc1 (configuration not stated)	-15	0.3	4	-2	108	-1	0.0	-2	7	5
62	NC(=O)C1CC(=O)N(c2ccc(OCC(=O)Nc3ccc(F)cc3)cc2)C1 (configuration not stated)	1	-0.1	-5	-9	100	-1	-1.6	0	0	6
63	O=C(COC(=O)Cc1ccccc1F)Nc1cc(S(=O)(=O)N2CCOCC2)ccc1N1CCCC1	-4	0.0	1	-3	92	-11	0.3	3	-4	7
64	CCn1cc(C(=O)NCCCN2CCC(C)CC2)c(=O)c2cc(S(=O)(=O)N3CCOCC3)ccc21	-3	0.1	-8	-1	96	7	1.3	-3	-3	5
65	CCCc1ccc(-c2ccc(-c3noc(-c4ccncc4)n3)cc2)nc1	-8	0.6	1	3	97	4	-0.2	3	14	8
66	Cc1ccc2c(c1)Sc1ccccc1CC2=O	5	-0.3	4	1	97	2	2.5	-1	-2	-8
